# High-throughput results (PubChem)
# NCI-60 one-dose screen, 48 h, at 10 µM unless noted. Numbers give growth in % (100 = growth as untreated, 0 = no growth, -100 = all killed).
# HT29 = HT29 colon cancer; actives 7.4% (n = 81,000); AID 1794748
# HCT-15 = HCT-15 colon cancer; actives 5.2% (n = 82,000)
# SW-620 = SW-620 colon cancer. actives 5.2% (n = 82,000). AID 1794795
# 786-0 = 786-0 renal cancer cells. actives 5.1% (n = 81,000). AID 1794775
# SN12C = SN12C renal cancer cells | AID 1794767 | actives 3.8% (n = 81,000)
# HCC-2998 = HCC-2998 colon cancer; actives 4.7% (n = 79,000)
# HCT-116 = HCT-116 colon cancer. actives 7.3% (n = 82,000). AID 1794798
# TK-10 = TK-10 renal cancer cells; actives 3.9% (n = 81,000); AID 1794769
# UO-31 = UO-31 renal cancer. actives 5.2% (n = 81,000)
# Numbers without * were called inactive; . = no result given; & = joins results of further samples. How the source made its calls: active means growth percent below 10; inactive means the rest.
structure	HT29	HCT-15	SW-620	786-0	SN12C	HCC-2998	HCT-116	TK-10	UO-31
Cc1ccc2c(n1)C(=O)C(Oc1ccc(F)cc1)=CC2=O	107.8	81.8	84.7	107.5	100.4	108.0	90.8	100.6	93.9
OC(C#Cc1ccccc1)(C#Cc1ccccc1)/C=C/c1ccccc1	40.3	34.0	73.3	72.4	72.7	73.2	47.0	76.5	39.1
CC1C(O)CCC2C1(C)CCC1C2(C)CCC2(C)C3CC(C)(C)CCC3(C)CCC12C (stereo not given)	100.5	103.2	98.8	99.1	97.9	106.6	101.8	100.7	86.2
COc1ccccc1Cn1cc(C#N)c(N)c1C(=O)c1ccc(C#N)cc1	106.4	100.3	100.9	104.8	97.0	100.4	106.9	107.4	89.6
COC(=O)C1CCc2c(ccc3c2CCCC3)C1=O (stereo not given)	85.5	104.7	109.5	93.7	89.6	106.3	101.3	90.5	87.0
CCN(CC)CCOc1ccc(C(=O)CCc2ccccc2)cc1	79.7	91.9	98.4	82.6	102.3	94.2	96.9	116.6	78.0
Cc1cc(Nc2ccc(C(=O)N3CCCC3)cc2)nc(NCCCNc2ccnc3cc(Cl)ccc23)n1	68.9	102.2	95.9	87.9	85.0	80.9	54.5	105.7	86.7
CCN1C(=O)N(CC)C2C1NN=c1s/c(=C\c3cccc([N+](=O)[O-])c3)c(=O)n12 (stereo not given)	5.6*	11.6	21.1	25.0	25.5	15.9	11.0	69.6	41.1
COc1ccccc1/C=C1\COc2ccc(O)cc2C1=O	51.6	48.7	9.4*	97.2	72.0	113.0	42.0	93.3	74.6
COc1ccc(-n2c(SCCc3c[nH]c4ccccc34)nnc2-c2ccncc2)cc1	107.8	89.6	95.9	103.7	96.4	110.3	95.3	127.3	45.5
CC(Sc1nc2ccccc2c(=O)n1CCc1ccc(S(N)(=O)=O)cc1)C(=O)c1ccccc1 (stereo not given)	95.6	82.4	104.6	94.3	104.8	114.9	77.8	106.7	68.6
O=C(NC1CCCCC1)C(c1ccccc1)c1ccccc1	96.0	89.4	102.9	100.8	104.6	110.3	94.4	.	104.1
Cc1ccc(C(=O)c2ccc(CC(=O)NNC(=O)Nc3c(C)cccc3Cl)n2C)cc1	105.0	97.0	96.4	101.9	94.9	105.1	104.0	109.8	73.9
CC(C)c1ccc(CNc2sc3c(c2C#N)CCC(=O)C3)cc1	92.5	91.2	98.7	104.4	91.4	.	86.5	129.8	64.1
CC/C(=C(/c1ccc(O)cc1)c1ccc(OCCN2CCCCCC2)cc1)c1ccccc1	73.1	92.6	90.8	96.4	90.2	103.6	92.7	105.7	71.8
CC(CCBr)CCN1C(=O)c2ccccc2C1=O (stereo not given)	98.9	98.8	108.1	91.3	89.9	101.7	96.7	98.0	93.4
O=[N+]([O-])c1ccccc1[I+]c1ccccc1	109.6	102.7	102.2	104.9	110.5	98.6	99.1	101.5	89.8
CC(C)OCc1cn[nH]n1	104.2	109.8	108.3	101.3	105.6	106.7	117.9	105.7	92.0
C#CCOc1ccc(C2=NN(CCCCCC)C3N=C(Cl)c4ncn(CCCCCC)c4N23)cc1OCC#C (stereo not given)	88.2	90.3	84.2	94.5	90.7	112.5	66.3	96.8	64.8
Nc1cc([N+](=O)[O-])ccc1S(=O)(=O)O	88.3	102.0	100.6	90.4	97.2	108.1	98.9	96.4	87.7
N#C/C(=C/c1ccc([N+](=O)[O-])cc1)n1nnc2cc(F)c(F)cc21	69.4	-7.1*	59.7	42.1	61.1	70.5	5.7*	24.5	64.7
CC(C)N(C(N)=O)c1ccc2c(c1)OCO2	111.3	99.3	101.5	105.9	100.8	119.0	112.5	103.8	97.7
C=C(C)[C@@H]1CC[C@]2(C=O)CC[C@]3(C)[C@H](CC[C@@H]4[C@@]5(C)Cc6c([nH]c7ccccc67)C(C)(C)[C@@H]5CC[C@]43C)[C@@H]12	84.8	105.2	105.6	98.9	103.4	100.8	101.4	104.7	92.9
N#Cc1c(N2CCNCC2)nc2sc3cc(Cl)ccc3n2c1=N	112.2	98.4	97.7	118.6	98.7	117.7	111.5	158.0	76.9
COc1cc(CNc2oc(-c3ccccc3)c(-c3ccccc3)c2C#N)cc(CN2CCN(C)CC2)c1O	5.3*	-55.9*	31.8	67.2	77.4	37.4	36.7	91.9	51.5
CCCCNC(=O)NS(=O)(=O)c1ccc(N2N=C(c3ccc(C)cc3C)CC2c2ccc(C)cc2)cc1 (stereo not given)	86.2	58.1	94.8	91.7	88.2	77.2	75.4	96.4	75.3
CC1(C)C=Cc2cc(/C(N)=N/C(N)=N/c3nc4ccccc4s3)ccc2O1	95.1	57.7	102.1	113.4	52.4	109.0	59.2	113.0	64.9
COC(=O)c1c(OC)cc(OC)cc1OC	102.6	109.8	108.0	114.5	96.4	104.4	102.1	99.9	83.1
Nc1ncnc2nc(/N=N/SCCC(=O)O)[nH]c12	102.4	101.3	103.0	104.1	106.4	104.8	106.6	94.1	90.4
C=CCn1c(SCC(=O)c2ccc(C)cc2)nnc1-c1c[nH]c2ccccc12	107.0	93.6	100.3	97.7	94.5	107.0	90.2	139.2	70.3

# Brought forward from above: four entries, then new ones.
# The line under a structure holds: HT29 | HCT-15 | SW-620 | 786-0 | SN12C | HCC-2998 | HCT-116 | TK-10 | UO-31
- CC1(C)C=Cc2cc(/C(N)=N/C(N)=N/c3nc4ccccc4s3)ccc2O1
    95.1 | 57.7 | 102.1 | 113.4 | 52.4 | 109.0 | 59.2 | 113.0 | 64.9
- COC(=O)c1c(OC)cc(OC)cc1OC
    102.6 | 109.8 | 108.0 | 114.5 | 96.4 | 104.4 | 102.1 | 99.9 | 83.1
- Nc1ncnc2nc(/N=N/SCCC(=O)O)[nH]c12
    102.4 | 101.3 | 103.0 | 104.1 | 106.4 | 104.8 | 106.6 | 94.1 | 90.4
- C=CCn1c(SCC(=O)c2ccc(C)cc2)nnc1-c1c[nH]c2ccccc12
    107.0 | 93.6 | 100.3 | 97.7 | 94.5 | 107.0 | 90.2 | 139.2 | 70.3
- CCC(CC)(C(=O)Nc1ccccc1O)C(=O)Nc1ccccc1O
    109.8 | 103.1 | 110.0 | 108.9 | 90.4 | 117.4 | 104.1 | 104.8 | 90.6
- CCOC(=O)/C(C#N)=C\c1ccc([N+](=O)[O-])o1
    92.8&89.6 | 54.0&106.3 | 57.4&111.1 | 89.5&98.8 | 93.5&106.1 | 96.9&95.5 | 76.4&93.9 | 103.9&91.3 | 86.6&97.6
- CCOC(=O)/C=C/c1c2c(c(OC)c3c1OCO3)[C@H]([C@H]1OC(=O)c3c1ccc(OC)c3OC)N(C)CC2
    89.3 | 47.4 | 104.3 | 75.9 | 97.7 | 107.9 | 73.2 | 84.4 | 88.1
- Cc1cn(-c2cc(C(=O)Nc3cccc(C#Cc4cccc5[nH]nc(N)c45)c3)cc(C(F)(F)F)c2)cn1
    18.5 | 57.4 | 43.1 | 66.7 | 62.3 | 62.8 | 23.3 | 58.5 | 30.2
- O=C1c2cccc3c2C2(O)c4c1cccc4C(=O)c1cccc(c12)C3=O
    105.9 | 106.4 | 96.9 | 109.0 | 98.7 | 104.0 | 102.5 | 122.5 | 89.4
- O=C(O)c1c[nH]c(=O)cc1O
    93.4 | 103.9 | 107.5 | 99.0 | 104.0 | 108.8 | 90.2 | 91.5 | 89.0
- Nc1nc(Cl)nc2c1ncn2C1O[C@H](CO)[C@@H](O)[C@@H]1F (stereo not given in full)
    41.2 | 48.1 | 49.7 | -34.1* | 14.5 | 57.3 | 25.3 | 64.5 | 1.0*
- O=C(O)c1ccccc1C(=O)c1cccc2c(Br)cccc12
    102.5 | 102.1 | 101.5 | 99.0 | 103.0 | 104.6 | 98.8 | 128.5 | 75.9
- CCc1cc(O)ccc1Nc1cc(-c2ccc(O)cc2)[nH]n1
    107.5 | 79.2 | 115.7 | 105.1 | 90.3 | 115.6 | 99.5 | 118.6 | 67.7
- NN1C=CNn2c1nc1c(cnn1-c1ccccc1)c2=O
    108.3 | 103.8 | 106.4 | 106.9 | 110.0 | 107.3 | 105.5 | 111.5 | 78.1
- CC1=CC(=O)CC(C(C)C)C1 (stereo not given)
    99.1 | 99.7 | 98.5 | 99.9 | 112.1 | 106.6 | 97.6 | 90.5 | 78.7
- Cc1ccc(NC(=O)c2ccc(Cl)cc2)c(Br)c1
    105.4 | 103.2 | 101.8 | 109.1 | 89.3 | 96.4 | 90.8 | 120.5 | 82.3
- CC1CCCc2c1cc(C(=O)CBr)c1ccccc21 (stereo not given)
    87.8 | 91.6 | 110.9 | 96.0 | 102.2 | 102.8 | 93.0 | 103.1 | 81.9
- CCCCn1c(=O)c(/C=C/c2cc(/C=C/c3cc4ccccc4n(CCCC)c3=O)n(-c3ccccc3)n2)cc2ccccc21
    92.6 | 112.0 | 104.2 | 95.2 | 101.1 | 113.6 | 83.0 | 96.0 | 87.3
- CCOC(=O)/C(=C(\[O-])OCC)[n+]1ccccc1
    91.3 | 105.9 | 109.2 | 94.9 | 102.9 | 90.9 | 94.2 | 115.6 | 96.4
- O=C(Nc1ccc(-c2ccnc(Nc3ccc(N4CCOCC4)cc3)n2)cc1)[C@@H]1CCCN1
    18.6 | 23.3 | 76.6 | 40.3 | 45.6 | . | 34.1 | 71.6 | 26.5
- O=C(CCn1cc[n+](CC(=O)c2ccc(Br)cc2)c1)Nc1cccc2cccnc12
    88.5 | 97.2 | 92.1 | 102.8 | 99.6 | 99.9 | 94.2 | 124.3 | 90.7
- CC/C=C/N1CCCC1
    92.4 | 103.4 | 102.2 | 104.3 | 99.6 | 113.0 | 111.0 | 97.3 | 81.8
- O=C(/C=C\c1ccco1)/C=C/c1ccco1
    107.6 | 105.0 | 102.5 | 110.1 | 97.7 | 100.8 | 104.8 | 108.3 | 76.3
- NC1CCCCCC1
    96.9 | 102.5 | 99.0 | 105.8 | 98.5 | 100.0 | 102.9 | 101.0 | 81.5
- CN(C)c1ccc(/C=C/C=N/NC(=O)CSc2nc3ccccc3c(=O)n2CCc2ccc(S(N)(=O)=O)cc2)cc1
    95.9 | 81.0 | 104.1 | 106.1 | 94.4 | 117.8 | 95.8 | 117.1 | 75.4
- COc1ccc(NC(=O)CNn2c(COc3ccccc3)nc3ccccc3c2=O)cc1
    107.9 | 99.4 | 102.0 | 102.9 | 87.6 | 105.8 | 102.7 | 137.1 | 84.2
- CC(C)(C)C1CC=CCC1 (stereo not given)
    101.2 | 109.4 | 99.9 | 112.0 | 104.0 | 96.8 | 108.9 | 105.6 | 85.3
- C(=Nc1cccc2ccccc12)c1ccc2c(c1)OCO2
    101.6 | 111.7 | 104.7 | 103.9 | 92.9 | 100.5 | 107.2 | 114.6 | 44.6
- CC1=N/C(=C\c2ccc(F)cc2)C(=O)N1CCc1ccc(S(N)(=O)=O)cc1
    109.7 | 104.2 | 104.5 | 92.0 | . | 113.9 | 98.5 | 98.5 | 95.2
- Cc1cc[n+](CCc2ccccc2)cc1C
    95.0 | 99.4 | 96.2 | 106.5 | . | 105.2 | 108.8 | 93.6 | 91.3
- COc1cc(/C=N/NC(=O)CSc2nc3sc4c(c3c(=O)n2-c2ccc(Cl)cc2)CCCC4)ccc1OCc1ccccc1
    106.7 | 105.8 | 97.4 | 90.3 | 99.5 | 129.3 | 101.4 | 117.8 | 88.5
- Nc1nn(C(=O)c2cccnc2)cc1-c1ccccc1
    85.4 | 102.1 | 98.4 | 103.6 | 87.0 | 69.7 | 104.2 | 97.9 | 72.1
- Cc1ccc(-n2c(C)c(-c3ccccc3)c(-c3ccccc3)c2C)cc1
    51.4 | 51.5 | 59.9 | 82.8 | 83.4 | 71.6 | 45.5 | 90.8 | 58.0
- CS(=O)(=O)Nc1cc(-c2ccc3ncnc(Nc4ccc(F)c(Cl)c4)c3c2)ccc1Cl
    34.8 | 41.3 | 75.4 | 50.3 | 52.7 | 79.9 | 59.5 | 17.3 | 36.5
- CCCSSSCCC
    96.4 | 97.6 | 100.8 | 96.1 | 99.9 | 106.6 | 89.6 | 97.3 | 85.9
- O=C(O)CCN1C(=O)/C(=C/c2ccc(Cl)cc2)SC1=S
    120.0 | 100.2 | 112.5 | 106.5 | 95.4 | 103.2 | 110.8 | 112.7 | 87.8
- Nc1nc(-c2cc(-c3cccc([N+](=O)[O-])c3Cl)nc(N)n2)cc(-c2cccc([N+](=O)[O-])c2Cl)n1
    113.8 | 103.6 | 99.3 | 107.5 | 101.0 | 119.6 | 101.2 | 111.9 | .
- Cc1nn(-c2ccc(F)cc2)c2ncnc(Oc3ccc(NC(=O)Nc4cc(C(F)(F)F)ccc4F)cc3)c12
    97.2 | 98.5 | 103.2 | 101.9 | 93.9 | 92.6 | 94.2 | 107.4 | 75.9
- Cc1ccc(C)c(CC(N)C(=O)O)c1 (stereo not given)
    108.1 | 100.5 | 92.6 | 98.4 | 100.4 | 99.9 | 91.7 | 96.1 | 92.9
- CC(=O)N1CCCCC1
    100.0 | 90.6 | 106.8 | 103.1 | 99.3 | . | 94.9 | . | 91.0
- Cc1ccc(C2=Nn3c(N=Nc4c(O)[nH]c5ccc(Br)cc45)nnc3SC2)cc1
    76.2 | 105.0 | 112.2 | 96.7 | 102.6 | 110.0 | 98.5 | 108.1 | 97.8
- Cc1cc(C)c(C#N)c(OCc2ccccc2)n1
    107.4 | 94.1 | 93.4 | 95.4 | 92.2 | 91.8 | 95.5 | 124.5 | 73.4
- C(=N/Nc1ncc(-c2cc3cc(-c4ccccc4)ccc3o2)s1)/c1cccs1
    99.6 | 99.2 | 99.7 | 101.1 | 87.6 | 100.1 | 91.5 | 97.5 | 84.8
- O=C(CCCN1CCC(O)(c2ccc(Br)cc2)CC1)c1ccc(F)cc1
    22.1 | 49.8 | 78.1 | 69.0 | 72.8 | 71.0 | 38.9 | 96.6 | 45.6
- O=C(C[n+]1ccccc1)c1ccc(I)cc1
    85.2 | 106.9 | 97.2 | 102.7 | 102.2 | 99.3 | 85.6 | 99.8 | 83.9
- CC1(CO)CSC(Nc2ccc(Cl)c(Cl)c2)=N1 (stereo not given)
    93.7 | 89.0 | 100.1 | 90.0 | 96.9 | 103.0 | 89.6 | 94.9 | 74.5
